Screening data as filed in PubChem.
Apoferritin bind: qHTS Assay for Identification of Novel General Anesthetics | Ferritin light chain (Equus caballus), P02791 | hit rate 0.074% among 350,000 | Potency, µM (titrated, usually from 77.5 µM), inactives show at the highest dose activity change, negative = displacement, usual class: inhibitors | apoferritin/1-aminoanthracene competitive binding, fluorescence; also: % is scaled to controls: 0 for no effect and ±100 for the full control effect; nearly all actives have a fitted effect of over 20% in size
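Concentration-response curves derived by four-parameter Hill fitting of normalized fluorescence, where compounds displaced 1-AMA from 10 uM horse apoferritin following a brief 10 min room-temperature incubation; propofol titration acted as positive control.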
Pol iota inh: qHTS for Inhibitors of Polymerase Iota; hit rate 1% among 390,000; Potency, µM (top dose mostly 115 µM), for the others: top-dose activity, negative = inhibition, most hits filed as inhibitors; AID 588590, 2011; Pol iota fluorescent replication assay, 10 min; DNA polymerase iota (Homo sapiens), Q9UNA4
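Fluorescent replication assay read twice, at 0 min and 10 min after adding 50 nM (final) substrate. Enzyme (10 nM) and compounds were first incubated 15 min at room temperature; enzyme-free buffer wells were negative controls.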
BLM helicase inh: qHTS Assay for Inhibitors of Bloom's syndrome helicase (BLM); Potency, µM (series often up to 56.1 µM), without a hit: at the highest dose activity change, negative = inhibition, hits mostly inhibitors; hit rate 0.2% among 350,000; recombinant BLM DNA unwinding, fluorescence dequenching;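 also: plate controls were vehicle for no effect and no enzyme for full effect; nearly all actives have a fitted effect of over 35% in size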
APEX1 inh: qHTS Assay for Inhibitors of the Human Apurinic/apyrimidinic Endonuclease 1 (APE1) | DNA repair nuclease/redox regulator APEX1 (Homo sapiens), P27695 | hit rate 0.35% among 350,000 | Potency, µM (top dose mostly 65.8 µM), without a hit: top-dose activity change, negative = inhibition, usual class: inhibitors | recombinant APE1, TAMRA/BHQ-2 abasic DNA cleavage fluorescence | AID 2517, 2012;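 also: plate controls were vehicle for no effect and reference inhibitor for full effect; nearly all actives have a fitted effect of over 55% in size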
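Step 1: APE1 (0.75 nM) with compound, 15 min RT. Step 2: add 50 nM fluorophore/quencher THF duplex. Step 3: three fluorescence reads 60 s apart (525/598 nm); read 3 minus read 1 = reaction progress.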
BAZ2B block: qHTS Assay for Inhibitors of BAZ2B. Bromodomain adjacent to zinc finger domain protein 2B (Homo sapiens), Q9UIF8. AlphaScreen BAZ2B-H3K14Ac peptide displacement. Potency, µM (titrated, usually from 114 µM), inactives show top-dose activity change, negative = inhibition, hits mostly inhibitors. hit rate 4.4% among 360,000; also: % is scaled to controls: 0 for no effect and ±100 for the full control effect; nearly all actives have a fitted effect of over 60% in size
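BAZ2B (50 nM) with biotin-H3(5-23)K14Ac peptide (50 nM) in PBS pH 7.4, 0.01% Tween-20, preformed 30 min, then compound 30 min at room temperature; top concentration 110uM. AlphaScreen streptavidin donor/nickel chelate acceptor beads (10 ug/mL final), 20 min dark, signal read.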
G9a block: qHTS Assay for Inhibitors of Histone Lysine Methyltransferase G9a; G9a H3K9 monomethylation, AlphaScreen, 2 h; Potency, µM (titrated, usually from 102 µM), for the others: top-dose activity, negative = inhibition, most hits filed as inhibitors; hit rate 8.8% among 350,000; Histone-lysine N-methyltransferase EHMT2 (Homo sapiens), Q96KQ7; AID 504332, 2011; also: % is scaled to controls: 0 for no effect and ±100 for the full control effect; nearly all actives have a fitted effect of over 75% in size
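Quantitative HTS format: methyltransferase activity on a biotin-tagged H3K9 peptide is measured by AlphaScreen, using a rabbit anti-monomethyl-H3K9 antibody with streptavidin donor and anti-IgG acceptor beads. Final levels are 20 nM enzyme, 500 nM peptide, 20 uM SAM; 2 h RT.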
Pol beta inh: qHTS Assay for Inhibitors of DNA Polymerase Beta. AID 485314, 2010. P06746. Pol beta primer extension/strand displacement, fluorescence kinetic. Potency, µM (titrated, usually from 114 µM), for the others: top-dose activity change, negative = inhibition, most hits filed as inhibitors. hit rate 1.3% among 340,000; also: % is scaled to controls: 0 for no effect and ±100 for the full control effect
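Curves were derived by four-parameter Hill fits of normalized qHTS data. The kinetic fluorescent primer-extension read was taken at 0 and 10 min after 50 nM substrate, following a 15 min room-temperature preincubation of 10 nM enzyme with compounds.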
Pol eta inh: qHTS for Inhibitors of Polymerase Eta; hit rate 1.2% among 390,000; recombinant Pol eta, fluorescent DNA replication assay; AID 588591, 2011; Potency, µM (titrated, usually from 114 µM), for inactives: top-dose activity change, negative = inhibition, most hits filed as inhibitors; DNA polymerase eta (Homo sapiens), Q9Y253; also: % is scaled to controls: 0 for no effect and ±100 for the full control effect
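Pol eta at 10 nM preincubated with compounds 15 min at room temperature; reaction started with fluorescent substrate (50 nM final) and read kinetically at 0 and 10 min.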
POLK inh: qHTS for Inhibitors of Polymerase Kappa; DNA polymerase kappa (Homo sapiens), Q9UBT6; purified Pol kappa, fluorescent DNA synthesis assay, 10 min; Potency, µM (doses to about 107 µM), for inactives: at the top dose activity, negative = inhibition, actives largely listed as inhibitors; hit rate 0.53% among 400,000; also: % is scaled to controls: 0 for no effect and ±100 for the full control effect
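Kinetic fluorescence screen: compound preincubated 15 min RT with 10 nM enzyme; 50 nM substrate (final) initiates; reads at 0/10 min.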
Starred values were filed as active, the others as inactive; ? = inconclusive; nt = no result given; & = joins results of further samples; [ ] = dose if it differs, or a comment. Calls follow the shape of the dose curve; as a rule, active = well fitted curve in the direction sought with a large enough effect; inconclusive = small, poorly fitted or top-dose-only effect, or another doubt; inactive = no such curve, though single readings can be large; an effect the other way counts as inactive or inconclusive. Potency is read from the fitted curve at half-maximal effect.

The opening 2 compounds, to show the layout:
Sequence of screens – G9a block, POLK inh, Pol eta inh, APEX1 inh, Apoferritin bind, Pol beta inh, BLM helicase inh, BAZ2B block, Pol iota inh
CCOc1ccccc1CNCc1cccn1-c1nnc(N2CCN(c3ccccc3)CC2)s1
  14.1µM*, -5.9%, -19.5%, nt, -11.0%, -1.5%, -7.2%, ?, -2.6%
COC(=O)c1c(NC(=O)C2CC=CCC2C(=O)O)sc(C(N)=O)c1C (stereo unspecified)
  17.8µM*, -17.1%, ?, -4.2%, -11.9%, 2.8%, -13.4%, -4.9%, 14.1µM*

The whole of this part, from the first entry:
Sequence of screens – G9a block, POLK inh, Pol eta inh, APEX1 inh, Apoferritin bind, Pol beta inh, BLM helicase inh, BAZ2B block, Pol iota inh
CCOc1ccccc1CNCc1cccn1-c1nnc(N2CCN(c3ccccc3)CC2)s1
  14.1µM*, -5.9%, -19.5%, nt, -11.0%, -1.5%, -7.2%, ?, -2.6%
COC(=O)c1c(NC(=O)C2CC=CCC2C(=O)O)sc(C(N)=O)c1C (stereo unspecified)
  17.8µM*, -17.1%, ?, -4.2%, -11.9%, 2.8%, -13.4%, -4.9%, 14.1µM*
Cc1nn(C(C)CC(=O)O)c(C)c1C (stereo unspecified)
  3.1%, -2.9%, 0.8%, -0.7%, 2.2%, -4.6%, -1.0%, ?, 5.9%
O=C(Nc1cccc(Cl)c1)c1nc[nH]c1C(=O)NCCCNC(=O)c1[nH]cnc1C(=O)Nc1cccc(Cl)c1
  nt, -4.3%, -2.3%, 2.1%, nt, nt, nt, nt, 1.5%
CCc1ccc2nc3sc(C(=O)N4CCc5ccccc54)c(N)c3cc2c1
  50.1µM*, nt, nt, -0.7%, -16.2%, ?, -25.3%, -9.6%, nt
CCn1c(=O)n(CC(=O)NCC2CCCO2)c(=O)c2c3c(sc21)COC(C)(C)C3 (stereo unspecified)
  -7.3%, -10.2%, -18.0%, 57.0%[activator], -5.3%, -14.8%, -0.4%, 11.3%, 50.0%[activator]
CC[C@@H]1C=C(C(=O)O)[C@H](c2ccc(Cl)cc2)N1S(=O)(=O)c1ccc(C)cc1
  nt, -3.5%, -7.5%, 0.7%, nt, nt, nt, nt, -12.7%
COc1cccc(NC(=O)c2cncs2)c1
  28.6%[2.33 µM], 8.3%, -6.4%, -12.5%, -2.0%, 24.3%, -1.9%, 12.4%, -12.1%
CCCn1ccc2c(OCC(=O)NCc3ccccc3Cl)cccc2c1=O
  7.8%[59 µM], 1.1%[60.1 µM], -17.0%, nt, 285.3%[activator], -1.7%, 0.9%, 15.0%, 26.3%
Cc1cc(C)n2c(SCC(=O)NCc3ccco3)nnc2n1
  -2.9%[59 µM], -3.0%, -3.8%, -2.6%, -7.4%, 1.2%, -3.7%, 5.4%, -4.5%
CCOc1ccc(Nc2ncnc3onc(-c4ccc(Cl)cc4)c23)cc1
  38.2%[activator][59 µM], -3.2%, -21.7%, nt, -2.7%, 15.6%, -10.0%, 9.7%, 37.9%[activator]
CC(NC(=O)COc1ccccc1)C(c1ccccc1)N1CCN(C)CC1 (stereo unspecified)
  ?, -5.2%, -19.1%, 2.7%, -8.3%, -19.2%, -6.4%, -16.5%, -5.1%
Cc1[nH]c2ccccc2c1/C=N/Nc1nc(Nc2ccc(F)cc2)nc(N2CCOCC2)n1
  ?, -3.5%, -15.7%, -4.1%, -11.1%, -23.5%, -10.8%, 50.1µM*, -5.4%
COc1cc2ncnc(Nc3ccc4c(c3)OCO4)c2cc1OC
  -18.1%, -8.8%, -27.7%, -0.7%, 0.6%, -16.4%, -6.4%, -11.5%, -3.2%
COC(=O)c1sc2ccccc2c1C(=O)OC
  ?, -1.0%, -5.8%, 23.6%, -5.7%, -2.0%, -6.9%, 6.6%, -4.2%[58.9 µM]
CCCN(CC(=O)Nc1ccccc1C)C(=O)COc1ccc2c(c1)CCC2
  21.6%[12.7 µM], -6.6%, -23.5%, -6.5%, -18.3%, 5.5%, -2.3%, -7.2%, 17.4%
COc1ccc(CCNC(=O)C(=O)NCC2OCCN2S(=O)(=O)c2ccc(F)cc2)cc1OC (stereo unspecified)
  34.5%[59 µM], -4.3%, -2.0%, 32.1%, -13.9%, -2.1%, -1.0%, -2.7%, ?
C=CCNc1nnc(Cl)c2ccccc12
  5.0%[59 µM], 0.9%, -0.4%, 0.1%, -1.7%, 4.1%, 3.3%, -0.5%, -5.6%
CCS(=O)(=O)N1Cc2ccccc2CC1C(=O)Nc1nccs1 (stereo unspecified)
  22.5%, -10.7%, ?, 1.0%, -3.8%, -4.3%, -10.6%, -1.4%, 30.1%[activator]
CCCc1nc2nc(C)c(NS(=O)(=O)c3ccc(C)c(C)c3)c(=O)n2[nH]1
  -0.2%[59 µM], -1.3%, 2.7%&-13.4%, nt, 6.7%, -17.2%, 2.6%, 0.5%, 12.3%
Cc1c(CNC2CCCCCC2)c(C(=O)O)c(C)n1Cc1ccc(F)cc1
  1.6%[59 µM], -11.1%, -3.4%, nt, -6.0%, 13.9%, 1.9%, -12.9%, -12.8%
CCn1nc(C)c(NC(=O)/C=C/c2cnn(C)c2C)c1C
  -2.6%, -7.3%, -21.8%, 1.8%, -4.2%, 8.0%, -0.8%, -1.9%, 21.7%
CC(=O)Nc1ccc(NC(=O)C2c3ccccc3Oc3ccccc32)cc1
  -6.0%, -3.8%, -0.3%, -3.0%, -0.6%, 26.2%, 3.6%, 3.0%, 109.9%[activator]
CC(C)CCNc1nc2c(c(=O)[nH]c(=O)n2C)n1CC(O)COC(C)C (stereo unspecified)
  26.1%[12.7 µM], -4.1%, -12.6%, 1.1%, -12.7%, 6.5%, -2.8%, 12.1%, 6.8%
Cc1ccc(NC(=O)CN2C(=O)NC(C)(C)C2=O)cc1S(=O)(=O)N1CCCCCC1
  -32.9%, -6.9%, -8.0%, 15.6%, nt, nt, nt, -3.4%, 16.9%
CCOc1ncccc1C(=O)OCC(=O)Nc1c(C)cccc1C
  -9.1%, -4.6%, 0.8%, -2.7%, -9.1%, -23.5%, 1.0%, 7.7%, -8.2%
CN(C)c1ccc(C(c2ccc(N(C)C)cc2)c2ccc([N+](=O)[O-])cc2)cc1
  5.01µM*, -11.8%, -9.7%, -5.7%, -6.0%, -0.9%, -12.3%, 6.31µM*, 29.0%
COc1cc(/C=N/NC(=O)c2ccccc2)ccc1O
  25.5%, -20.0%, 7.6%, -1.7%, -6.7%, -3.5%, -0.2%, 1.5%, 3.0%
O=Cc1c(N2CCC3(CC2)OCCO3)nc2ccccn2c1=O
  -6.2%, -6.3%, 10.5%, -0.9%, 2.1%, 3.5%, 0.3%, -3.4%, 22.7%
CC(=O)N=c1c(C#N)cc2c(=O)n3cccc(C)c3nc2n1CCCOC(C)C
  nt, 3.6%, -9.6%, 1.9%, 57.8%[activator], -26.6%, -12.0%, 4.4%, 59.2%[activator]

Later entries.
Sequence of screens – G9a block, POLK inh, Pol eta inh, APEX1 inh, Apoferritin bind, Pol beta inh, BLM helicase inh, BAZ2B block, Pol iota inh
CC(=O)c1cccc(NC(=O)c2ccc(OC3CSC3)cc2)c1
  -10.9%[59 µM], -3.5%, -12.6%, 5.7%, -11.0%, -9.4%, -4.4%, -23.5%, -1.3%
CCOC(=O)CSc1nc2cc(C(=O)N3CCC(C(N)=O)CC3)ccc2c(=O)n1C1CCCCC1
  -4.7%, -7.8%, -23.2%, -8.0%, -20.5%, -1.1%, -6.0%, 7.7%, 64.9%[activator]
O=C(Nc1cccc(S(=O)(=O)N2CCCCCC2)c1)C1CCC1
  5.7%[0.501 µM], -5.2%, -25.1%, 9.5%, nt, nt, nt, 1.8%, 21.1%
CCNC(=S)N1CCC(c2nc3ccccc3s2)CC1
  25.0%[0.501 µM], -3.7%, -9.9%, -3.3%, -10.0%, 0.5%, -1.5%, -4.6%, 41.7%[activator]
O=C(O)/C=C\C(=O)Nc1cc(O)ccc1[N+](=O)[O-]
  ?, -12.8%, -10.3%, -1.5%, -5.9%, 3.0%, -1.2%, -31.0%, -19.6%
Cc1ccc(-c2nc(C3CCN(S(=O)(=O)c4ccc(C(C)(C)C)cc4)CC3)no2)cc1
  1.6%, -6.2%, -21.9%, 9.0%, -4.0%, 1.6%, -1.5%, 2.8%, 6.7%
Cc1ccc(Oc2ccccc2/C=C/C(=O)O)cc1
  3.9%[59 µM], -12.3%, 3.6%, -2.7%, -7.2%, -2.3%, 2.7%, 8.3%, 16.5%
N#C/C(=C\c1cccnc1)c1nc2ccccc2[nH]1
  -1.5%, -5.8%, -15.0%, -0.3%, 30.5%[activator], -18.8%, -3.8%, -19.2%, 168.4%[activator]
Cc1ccc(CNS(=O)(=O)c2cc(Br)cc3c2N(C(=O)C2CC2)CC3)cc1
  1.7%[59 µM], -4.0%, -23.3%, nt, -8.5%, 17.4%, 0.5%, 0.8%, 6.5%
CCN(CC)CCn1c(=S)[nH]c2cc(Cl)ccc2c1=O
  ?, 0.0%, -6.6%, -3.9%, -13.2%, 8.9%, 22.7%, -36.0%, 12.0%
COc1ccc(C2=NN(C(=O)CN3CCCC3)C(c3ccc(OC)cc3)C2)cc1 (stereo unspecified)
  7.4%, -8.0%, -2.3%, -0.5%, -4.3%, 1.9%, -6.3%, -21.3%, 28.9%
O=C(NC(=S)Nc1ccc(Oc2ccc(Cl)cc2)cc1)c1ccccc1
  0.6%[12.7 µM], 0.6%, -2.3%, 0.2%, ?, 26.9%, -9.2%, -38.5%, -8.5%
CN(Cc1ccco1)S(=O)(=O)c1cc(F)ccc1CN1C(=O)c2cccnc2C1=O
  1.9%, -1.3%, -18.0%, 2.2%, -1.4%, 35.6%, -1.7%, ?, 25.8%

An excerpt; count on the stated rates, not on these rows.
